Screens (PubChem)
UDG counter = counter-screen for AID inhibitors: uracil-DNA glycosylase inhibition; FRET deamination/UDG coupled assay, UDG read, 4 h; AID 1347430; Potency, µM (series often up to 115 µM), inactives show at the top dose activity change, negative = inhibition, actives largely listed as inhibitors; actives 0.14% (n = 91,000); further: nearly all actives have a fitted effect of over 65% in size
AID inhibitor = inhibitors of human activation induced cytidine deaminase; AID deamination FRET fluorescence, UDG-coupled, 4 h; Potency, µM (titrated, usually from 115 µM), for inactives: at the highest dose activity change, negative = inhibition, hits mostly inhibitors; actives 0.32% (n = 91,000); AID 1347428; further: nearly all actives have a fitted effect of over 25% in size
Target sequence (Q9GZX7 whole entry, looked up): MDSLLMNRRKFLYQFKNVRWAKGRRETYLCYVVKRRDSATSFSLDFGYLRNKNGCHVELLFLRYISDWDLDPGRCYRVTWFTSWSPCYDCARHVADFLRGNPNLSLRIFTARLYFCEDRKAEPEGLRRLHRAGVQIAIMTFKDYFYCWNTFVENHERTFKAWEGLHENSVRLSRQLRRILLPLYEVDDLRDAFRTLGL
* hit, by the source's call; ? = inconclusive; [ ] = remark or other dose. The call rests on the fitted dose curve; in most records, active means well fitted curve in the direction sought with a large enough effect; inconclusive means small, poorly fitted or top-dose-only effect, or another doubt; inactive means no such curve, though single readings can be large; an effect the other way counts as inactive or inconclusive. On the % scale 0 is the no-effect control and ±100 the full control effect; potency means the concentration at half of the fitted maximal effect. Some of the compounds tested; count on the stated rates, not on these rows.

SMILES	UDG counter	AID inhibitor
CCCCCOC(=O)CSc1nc2c(c(=O)[nH]c(=O)n2C)n1CCC	-6%	-12%
Cc1ccc(NC(=O)C(Cc2ccccc2)NS(=O)(=O)c2ccc3c(c2)oc(=O)n3C)cc1F (stereo not drawn)	-4%	14%
O=C(CN1C(=O)COc2ccc(S(=O)(=O)NC3CCCC3)cc21)Nc1ccc(Cl)cc1	-4%[57.5 µM]	-28%
CC(=O)Nc1ccc(NC(=O)CSc2cn(CC(=O)N(C(C)C)C(C)C)c3ccccc23)cc1	4%[57.5 µM]	31%[activator]
CCc1ccc(OCCN)cc1	9%	3%
CC1CCn2c(nc3cc(C(=O)NCCc4ccc(Cl)cc4)ccc32)C1 (stereo not drawn)	0%[57.5 µM]	9%
CC(=O)c1cccc(NC(=O)C2CCN(S(=O)(=O)c3ccc4c(c3)oc(=O)n4C)CC2)c1	-6%	-3%
CCCCCCCSc1nc2c(c(=O)[nH]c(=O)n2C)n1CCC	?	-14%
CNC(=O)C(=O)NCC(c1ccc2c(c1)OCO2)N1CCOCC1 (stereo not drawn)	14%	30%[activator]
CCOc1ccc(-n2c(=O)c3c(C)c(C)sc3n(Cc3ccccc3C)c2=O)cc1	?	-5%
CS(=O)(=O)N1N=C(c2cccc(O)c2)CC1c1ccco1 (stereo not drawn)	0%	-3%
CCOc1ccc(CNC(=O)c2ccc3c(c2)sc2nc(-c4ccc(OC)cc4)cn23)cc1	1%[57.5 µM]	2%
CC1CCC(NC(=O)c2ccc3c(c2)N(Cc2ccccc2)C(=O)c2ccccc2S3(=O)=O)CC1 (stereo not drawn)	-10%	9%
CC1(C)C(=O)N(CC(=O)Nc2ccc(OC(F)(F)F)cc2)c2ccccc21	-6%[57.5 µM]	-9%[57.5 µM]
N#Cc1nc(Cc2ccccc2)oc1NCc1ccccc1Cl	-9%	-16%
Cc1cc(C(=O)CSc2ccc(Cl)cc2)c(C)[nH]1	-7%	-3%
CCOC(=O)c1cc(S(=O)(=O)N2CCN(c3cccc(OC)c3)CC2)[nH]n1	?	-5%
COC(=O)CCC(NC(=O)C12CC3CC(CC(C3)C1)C2)C(=O)OC (stereo not drawn)	-3%	-4%
CNC(=O)CC1Sc2ccccc2NC1=O (stereo not drawn)	-1%	4%
CCn1ccc2c(OCC(=O)NCc3ccccc3)cccc2c1=O	?	-18%
COC(=O)c1ccc(NC(=O)c2cc(S(=O)(=O)N3CCC(C)CC3)cn2C)cc1	2%	19%
Cc1ccc(C)c(N2CCN(S(=O)(=O)c3csc(C(N)=O)c3)CC2)c1	?	?
COC(=O)CN1C(=O)C(C)(C)c2cc(S(=O)(=O)Nc3ccc(Br)cc3F)ccc21	4%	18%
Cc1ccc(C(=O)O)cc1-c1ccc(C=O)o1	1%	-4%
CCC1Oc2ccc(C)cc2N(CC(=O)N2CCN(c3ccccc3OC)CC2)C1=O (stereo not drawn)	9%	2%
CCOC(=O)c1noc2ncn(CC(=O)O)c(=O)c12	-3%	8%
CCOC(=O)c1c(NC(=O)CSc2cn(CCNC(=O)c3cccc(C(F)(F)F)c3)c3ccccc23)sc2c1CCC2	2%	-11%
COc1cc2ccccc2cc1C(=O)Nc1ccc2oc(-c3cc(Br)ccc3Cl)nc2c1	3%[57.5 µM]	9%[57.5 µM]
Nc1nccnc1C(=O)NCCc1ccccc1C(F)(F)F	-3%	-7%
Cc1ccc(S(=O)(=O)c2nc(-c3ccccc3C)oc2N(C)C)cc1	-3%	-5%
COc1ccc(CCNC(=O)C2(c3cccs3)CCOCC2)cc1	?	21%
Cc1cc(Nc2cccc(C(F)(F)F)c2)nc2ccc(NC(=O)c3ccc(=O)[nH]c3)cc12	-2%	41%[activator]
CCOC(=O)C(C)Sc1ccc2nnc(CCNS(=O)(=O)c3ccc(C)cc3)n2n1 (stereo not drawn)	4%	-4%
O=C(/C=C/c1ccc(Cl)cc1)Nc1ccccc1-c1ccccc1	6%	-3%
Cc1ccc(Cn2cc(C(=O)c3ccc(F)cc3)c(=O)c3cc4c(cc32)OCO4)cc1	3%	?
CNC(=S)NNC(=O)c1ccccn1	5%	-3%
CC(=O)c1cccc(NC(=O)CN2C(=O)CN(C)C(=O)c3ccccc32)c1	0%	6%
CCc1ccc(NC(=O)Cn2c(=O)n(CCCC(=O)NCc3ccccc3Cl)c(=O)c3ccccc32)cc1	-5%	31%[activator]
CCCc1cc(=O)[nH]c2nnc(SCC)n12	4%	3%
Cc1cccc(CNC(=O)Nc2ccc(N3CCCCC3)nc2)n1	-6%	7%
CC(=O)c1ccc(NC(=O)c2cccc3c2ccn3C)cc1	0%	4%
COC(=O)CN1C(=O)CSc2ccc(S(=O)(=O)Nc3ccc(C(C)=O)cc3)cc21	-1%	8%
CCOc1ccc(C(C)=O)cc1COC(=O)c1ccc(C(N)=O)cc1	6%	-6%
Cc1ccc(CCNC(=O)NCc2noc3ccccc23)cc1	27%	14%
COc1ccc(C2C3=C(CC(C)(C)CC3=O)OC3=C2C(=O)CC(C)(C)C3)c(OC)c1	1%	-5%
Cc1ccc(-n2nc(C(=O)N(C)Cc3ccccc3)c3c4ccccc4n(C)c3c2=O)cc1	-5%	20%
O=C(O)/C=C/c1ccc(F)cc1	2%	1%
NS(=O)(=O)c1ccc2nc(NC(=O)COc3ccc(Cl)cc3Cl)sc2c1	12%	-7%
CCCN1C(=O)C(NC(=O)c2ccccc2OC)(C(F)(F)F)C(C(=O)OC)=C1C (stereo not drawn)	-2%[57.5 µM]	-2%[57.5 µM]
O=C(O)c1ccccc1Nc1cccc(OCc2ccc3ccccc3n2)c1	-1%	-19%
c1coc(-c2nc3ccccn3c2Nc2ccc3c(c2)OCCO3)c1	-8%	23%
COc1ccccc1CNC(=O)CCc1c(C)nn(-c2ccc(N3CCCCC3)nn2)c1C	-5%[57.5 µM]	1%
O=C(Nc1sc2c(c1C(=O)N1CCCCC1)CCCC2)c1ccccc1Cl	-4%	0%
CCCOc1ccc(NC(=O)COc2ccccc2C)c2cccnc12	-9%	10%
COc1cccc(CNC(=O)C2Cc3cc(S(=O)(=O)N4CCCCCC4)ccc3N2C(C)=O)c1 (stereo not drawn)	7%	0%
Cc1cccc(Cn2c(SCc3ccc(C(=O)NC4CCCCC4)cc3)nc3cccnc32)c1	-5%	-6%
COc1cccc(C2C(C(=O)Nc3ccccc3)=C(C)Nc3ncnn32)c1OC (stereo not drawn)	-4%	-2%
Cc1oc(-c2ccccc2F)nc1CN1CCC(C(=O)NCCc2ccccc2)CC1	?	6%
COC(=O)c1cc(NC(=O)C2CCCN(S(=O)(=O)c3c(C)n[nH]c3C)C2)cc(C(=O)OC)c1 (stereo not drawn)	-11%	6%
CN(CCO)c1nc2c(c(=O)n(Cc3ccccc3F)c(=O)n2C)n1C	-4%	-2%

6 compounds from above, sorted by the number in AID inhibitor, low to high.
smiles	AID inhibitor
O=C(CN1C(=O)COc2ccc(S(=O)(=O)NC3CCCC3)cc21)Nc1ccc(Cl)cc1	-28%
Cc1ccc(C(=O)O)cc1-c1ccc(C=O)o1	-4%
CCOc1ccc(CNC(=O)c2ccc3c(c2)sc2nc(-c4ccc(OC)cc4)cn23)cc1	2%
CCCc1cc(=O)[nH]c2nnc(SCC)n12	3%
COC(=O)c1cc(NC(=O)C2CCCN(S(=O)(=O)c3c(C)n[nH]c3C)C2)cc(C(=O)OC)c1 (stereo not drawn)	6%
c1coc(-c2nc3ccccn3c2Nc2ccc3c(c2)OCCO3)c1	23%

(listing goes on)
SMILES	UDG counter	AID inhibitor
O=C(COc1ccc2nc3n(c(=O)c2c1)CCC3)NC1CCCC1	-2%	4%
Cn1cnc2c1c(=O)n(CCCOc1ccccc1C#N)c(=O)n2C	8%	-6%
CSc1nc(C)c(CCC(=O)Nc2nc(-c3ccc4c(c3)CCO4)cs2)c(C)n1	6%	3%
CCOC(=O)CCN(Cc1ccccc1)S(=O)(=O)c1csc(C(N)=O)c1	-2%	-6%
Cc1ccccc1C(=O)/C=C/c1cc2ccccc2nc1N1CCOCC1	-5%	?
CC1(C)CC(NC(=S)Nc2cccc(Cl)c2)CC(C)(C)N1	1%	2%
COc1ccc2[nH]cc(CCN=C(NC(=O)c3ccccc3C)Nc3nc(C)cc(C)n3)c2c1	-2%	-2%
O=C(NC1CCCc2ccccc21)C1(c2ccccc2)CC1 (stereo not drawn)	5%	-3%
C/C=C/C=C/C(=O)NC1CC2CCC1(C)C2(C)C (stereo not drawn)	-3%	-3%
Cc1cccc(N(CC(=O)NCCSCc2ccc(Cl)cc2)S(C)(=O)=O)c1C	-9%	?
CC12CC3(C)CC(CC(=O)O)(C1)CC(CC(=O)O)(C2)C3	-4%	1%
CCOc1ccc(S(=O)(=O)N(CC(=O)Nc2ccc3c(c2)OCO3)c2ccc(C)cc2)cc1	-11%[57.5 µM]	204%[activator][57.5 µM]
Fc1ccccc1Oc1ncnc2c1oc1ccccc12	-6%	11%
Cc1ccccc1-n1nc(CO)c(C(=O)NCc2cccs2)n1	-6%[57.5 µM]	11%
CSCCCNC(=S)NC1CC(C)(C)NC(C)(C)C1	-2%	-2%
CCCSc1nnc(-c2ccccc2NC(C)=O)c(=O)[nH]1	0%	-8%
CCCCNC(=S)N(C)/N=C/c1cc(Br)ccc1F	1%	-6%
CCOc1ccc2ncc3c(-c4cccc(OC)c4)nn(-c4ccccc4)c3c2c1	4%	15%
CCc1c(C)sc(NC(=O)c2ccccc2F)c1C#N	0%	5%
NC(=O)c1ccc(NC(=O)C(c2ccccc2)c2ccccc2)cc1	4%	-1%
c1csc(CNCc2cccc3[nH]ccc23)c1	0%	1%
CCCCNc1nc(-c2ccc(Cl)cc2Cl)cs1	-14%	-13%
CC(=O)Nc1ccc(SCCCC(=O)c2ccc(F)cc2)cc1	-7%	-6%
COc1ccccc1N1CCN(C(=O)c2c3c(nc4ccccc24)C(=O)N(C2CCCCC2)C3)CC1	-13%	?
CC1CCN(S(=O)(=O)c2cc(C(=O)NCc3ccccc3)n(C)c2)CC1	-7%	-20%
CCOC(=O)C(C)Sc1nc(-c2ccccc2Cl)cc(-c2ccccc2)c1C#N (stereo not drawn)	-15%	-20%
O=C(CSc1ncc(S(=O)(=O)c2ccc(Br)cc2)c(=O)[nH]1)NCc1ccccc1Cl	-7%	?
CCN(CC)c1nc2c(S(=O)(=O)c3ccc(C(C)C)cc3)nnn2c2ccsc12	-15%	-25%
Cc1nc2ccc(NC(=O)c3n[nH]c(=O)c4ccccc34)cc2s1	-15%	-16%
COc1ccc(OC)c(CNCc2cccn2-c2nnc(N3CCOCC3)s2)c1	3%	-14%
COc1ccc(C)cc1NC(=O)C(C)O/N=C/c1ccc(Cl)cc1 (stereo not drawn)	-10%	-23%
COC(=O)c1ccc(/C=C(\C#N)C(=O)Nc2ccccc2C(=O)O)cc1	-6%	2%
CCc1ccc(C(=O)N(Cc2ccncc2)C2CC2)o1	3%	0%
O=S(=O)(Nc1ccc(Br)cc1F)c1ccc2nc(-c3ccccc3)[nH]c2c1	-8%	-12%
CNC(=O)NC(=O)C(c1ccccc1)N(C)CC(=O)NCCOC (stereo not drawn)	-5%	2%
CC1CCC(NC(=O)c2ccccc2SCC#N)CC1 (stereo not drawn)	3%	-1%
O=C(c1cccs1)c1cn(CCOc2ccccc2F)c2ccccc12	-13%	-18%
O=[N+]([O-])c1cccc2ncc(Cl)cc12	3%	-5%
Cc1cccc(C)c1NC(=O)CCC1CCCC1	-5%	-9%
CC(C)(C)OC(=O)N1CCC(c2c(C(=O)NCCN3CCOCC3)cnn2-c2ccc(F)cc2)CC1	5%	2%
FC(F)(F)c1ccccc1N/N=C/c1ccc(Cl)cc1Cl	3%	2%
COCCN(Cc1cccs1)S(=O)(=O)c1cccc(C(=O)O)c1	-1%	-1%
COC(=O)c1c(COC(=O)c2ccc(N3CCCS3(=O)=O)cc2)nc2ccccc2c1C	-6%	-4%
Cc1noc(C)c1COc1ccc(CC(=O)Nc2ncc(Cc3ccccc3)s2)cc1	-5%	-2%
CCOc1ccc(CCNC(=O)c2cn(CC)c3ccc(S(=O)(=O)N4CCc5ccccc5C4)cc3c2=O)cc1OCC	-19%	?

Entries of single compounds, quoted from the list. Order of screens: UDG counter | AID inhibitor
Cc1noc(C)c1COc1ccc(CC(=O)Nc2ncc(Cc3ccccc3)s2)cc1 across the screens: -5% | -2%
CCOc1ccc(CCNC(=O)c2cn(CC)c3ccc(S(=O)(=O)N4CCc5ccccc5C4)cc3c2=O)cc1OCC across the screens: -19% | ?

Some of the entries so far, with bars between the fields:
Molecule | UDG counter | AID inhibitor
CNC(=O)C(=O)NCC(c1ccc2c(c1)OCO2)N1CCOCC1 (stereo not drawn) | 14% | 30%[activator]
CCOc1ccc(-n2c(=O)c3c(C)c(C)sc3n(Cc3ccccc3C)c2=O)cc1 | ? | -5%
CS(=O)(=O)N1N=C(c2cccc(O)c2)CC1c1ccco1 (stereo not drawn) | 0% | -3%
CCOc1ccc(CNC(=O)c2ccc3c(c2)sc2nc(-c4ccc(OC)cc4)cn23)cc1 | 1%[57.5 µM] | 2%
CC1CCC(NC(=O)c2ccc3c(c2)N(Cc2ccccc2)C(=O)c2ccccc2S3(=O)=O)CC1 (stereo not drawn) | -10% | 9%
CC1(C)C(=O)N(CC(=O)Nc2ccc(OC(F)(F)F)cc2)c2ccccc21 | -6%[57.5 µM] | -9%[57.5 µM]
N#Cc1nc(Cc2ccccc2)oc1NCc1ccccc1Cl | -9% | -16%
